From PubChem BioAssay
TLR9-MyD88 block – TLR9-MyD88 interaction inhibition. actives 0.21% (n = 340,000). AID 504734. inhibition, % at 4.98 µM. CHO BLA complementation TLR9-MyD88, CCF4 FRET ratio;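 active means inhibition above the mean over all tested compounds plus 3 SD, cut at about 21% in these data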;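 further: 0% = DMSO only wells and 100% = clavulanate BLA inhibitor control wells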
Vif inh – HIV Vif inhibition; actives 0.35% (n = 340,000); inhibition, % at 7.49 µM; AID 602346; HEK293T cells, Vif self-association by quenched fluorescence, imaging, 24 h; in the data active means inhibition above about 50%, passing the limit was not always enough; further: some results filed as inactive read as strong as hits
COUP-TFII inh – blocks human COUP-TFII nuclear receptor; AID 686940; actives 0.7% (n = 370,000); HEK293T NGFI-A luciferase reporter, luminescence; inhibition, % at 8.6 µM; P24468;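 active means inhibition above a per-plate cutoff, mean inhibition of test wells between control levels plus 3 SD, cut at about 38% in these data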;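 further: cells cotransfected with COUP-TFII expression vector driving the NGFI-A reporter; 0% = median of COUP-TF2 test wells and 100% = reporter-only cells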
NCOA1 inh – inhibitors of human steroid receptor coactivator 1 (SRC1); Q15788; HEK293 GAL4-SRC1 luciferase reporter, luminescence; inhibition, % at 3.6 µM; actives 0.12% (n = 360,000); AID 588354;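 active means inhibition above the campaign mean plus 3 SD, with each screening campaign given its own cutoff, cut at about 60% in these data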;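 further: 0% = DMSO treated cells and 100% = gossypol at 36 µM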
LMP1 NFkB inh – Epstein-Barr LMP1 NF-kappaB reporter inhibition | LMP1-induced NF-kappaB luciferase reporter cells, luminescence | inhibition, % at 12.5 µM | actives 0.69% (n = 350,000) | AID 504558; in the data active means inhibition above about 41%;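 further: 0% = neutral control wells and 100% = reference inhibitor control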
SRC3 inh – inhibits human SRC3 coactivator | Q9Y6Q9 | HEK293 GAL4-SRC3 luciferase reporter, luminescence | inhibition, % at 3.6 µM | actives 0.17% (n = 360,000) | AID 588352;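 active means inhibition above a per-campaign cutoff, the mean of all compounds plus 3 SD, cut at about 60% in these data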;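 further: 0% = DMSO-treated cells and 100% = gossypol-treated cells at 36 µM; higher means less SRC3-driven luciferase light from the GAL4 reporter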
NOD2 RIPK2 PPI – inhibitors of human NOD2-RIPK2 interaction | O43353 | CHO BLA complementation NOD2-RIPK2, CCF4 ratio | inhibition, % at 4.98 µM | actives 0.38% (n = 360,000); in the data active means inhibition above about 21%;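 further: 0% = vehicle only and 100% = reference blocker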
Target sequence (O43353 whole entry, looked up): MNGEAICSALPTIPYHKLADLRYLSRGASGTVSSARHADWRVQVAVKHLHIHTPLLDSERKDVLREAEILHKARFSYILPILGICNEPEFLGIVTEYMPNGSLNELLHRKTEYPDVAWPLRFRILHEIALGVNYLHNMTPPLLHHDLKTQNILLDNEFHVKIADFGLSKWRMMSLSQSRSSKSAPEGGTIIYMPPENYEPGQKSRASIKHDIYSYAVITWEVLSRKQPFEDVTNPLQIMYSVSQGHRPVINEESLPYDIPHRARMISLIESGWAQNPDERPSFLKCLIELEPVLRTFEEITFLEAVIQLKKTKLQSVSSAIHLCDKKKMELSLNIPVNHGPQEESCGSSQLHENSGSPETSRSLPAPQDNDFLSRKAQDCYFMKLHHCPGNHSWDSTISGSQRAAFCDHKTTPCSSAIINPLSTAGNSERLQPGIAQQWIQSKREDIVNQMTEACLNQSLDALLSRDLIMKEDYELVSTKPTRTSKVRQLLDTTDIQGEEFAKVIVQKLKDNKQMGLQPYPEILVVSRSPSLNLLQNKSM
TRAIL sens C8 – caspase-8 TRAIL sensitization; NB7+C8 cells + TRAIL, ATPlite viability luminescence; inhibition (viability loss, TRAIL sensitization), % at 10 µM; actives 1% (n = 360,000);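 active means compounds causing at least 50% loss of cell viability in the single-dose screen, relative to plate controls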
NR5A2 inv ag – inverse agonists of human LRH-1 (NR5A2). O00482. HEK293T StAR-luciferase reporter, LRH-1 transfected, 24 h. inhibition, % at 3.6 µM. actives 0.13% (n = 360,000);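 active means inhibition above the mean inhibition of all tested compounds plus 3 SD, cut at about 73% in these data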;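 further: 0% = DMSO wells and 100% = reporter-only cells lacking LRH-1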
Target sequence (O00482 whole entry, looked up): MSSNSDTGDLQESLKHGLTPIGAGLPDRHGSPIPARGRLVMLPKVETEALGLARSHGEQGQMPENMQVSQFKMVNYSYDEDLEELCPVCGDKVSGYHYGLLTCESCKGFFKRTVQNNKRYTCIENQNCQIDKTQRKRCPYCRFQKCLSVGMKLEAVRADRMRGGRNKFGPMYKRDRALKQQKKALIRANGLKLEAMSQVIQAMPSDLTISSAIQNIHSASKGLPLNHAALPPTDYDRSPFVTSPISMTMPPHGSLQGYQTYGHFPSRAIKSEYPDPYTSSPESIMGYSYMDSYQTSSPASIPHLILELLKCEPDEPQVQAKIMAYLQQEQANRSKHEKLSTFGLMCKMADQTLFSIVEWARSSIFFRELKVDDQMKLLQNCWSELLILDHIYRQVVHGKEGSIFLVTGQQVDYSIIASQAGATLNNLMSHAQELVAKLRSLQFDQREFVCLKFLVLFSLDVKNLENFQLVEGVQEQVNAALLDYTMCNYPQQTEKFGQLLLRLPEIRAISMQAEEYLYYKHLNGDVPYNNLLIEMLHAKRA
SRC2 inh – inhibits human steroid receptor coactivator 2; Q15596; HEK293 GAL4-SRC2 luciferase reporter, luminescence; inhibition, % at 9 µM; actives 0.17% (n = 370,000);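 active means inhibition above the mean inhibition of all tested compounds plus 3 SD, set per campaign, cut at about 52% in these data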;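 further: 0% = DMSO treated cells and 100% = cells given Gossypol at 36 µM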
TROY signal inh – blocks TROY-dependent signaling in reporter cells | Q293 LMP1-TROYcd NF-kB luciferase reporter, 4 h | inhibition, % at 10 µM | actives 0.98% (n = 360,000) | AID 1347056;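 active means compounds whose plate-normalised and pattern-corrected inhibition of the luciferase reporter signal at the single screening dose is 50% or more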
Starred values were filed as active, the others as inactive; nt = not tested or not shown.

#	SMILES	SRC3 inh	COUP-TFII inh	TRAIL sens C8	NCOA1 inh	SRC2 inh	TROY signal inh	TLR9-MyD88 block	NOD2 RIPK2 PPI	Vif inh	LMP1 NFkB inh	NR5A2 inv ag
1	CCc1cc2c(COC(=O)c3cccc(S(C)(=O)=O)c3)cc(=O)oc2cc1O	2.0	-0.8	10.6	7.3	-1.7	32.9	-4.7	3.5	-7.2	5.1	13.7
2	Cc1cccc(NC(=O)COC(=O)c2ccccc2SCC(=O)N2CCCC2)c1	-5.5	-3.4	2.5	-16.4	-22.0	15.1	1.1	-4.3	nt	-3.0	-14.5
3	Fc1ccccc1C1c2[nH]c3ccccc3c2CCN1Cc1ccoc1 (stereo not drawn)	10.5	3.3	-4.5	-4.0	26.1	8.8	13.2	-11.8	-2.3	12.8	29.5
4	O=P(O)(O)c1ccccc1OCCOCCOc1ccccc1P(=O)(O)O	4.7	22.9	-6.3	-33.8	-9.1	-13.5	3.3	-10.1	-1.2	7.7	-6.3
5	CC(=O)Nc1cccc(C(=O)OCC(=O)NC(=O)Cc2ccccc2)c1	3.9	-14.1	-8.9	-17.9	-9.9	-22.6	6.0	0.6	-0.9	-8.8	7.0
6	O=C(NC1CCCc2ccccc21)C1CCN(S(=O)(=O)N2CCCCCC2)CC1 (stereo not drawn)	15.2	25.8	4.4	-5.5	8.3	15.1	8.2	-8.4	-7.6	13.3	9.1
7	COc1ccc(C)cc1N(C(=O)c1ccc(C#N)cc1)C1=NC(C)(C)CS1	10.5	0.2	-2.6	-4.9	-0.2	-16.9	-8.1	-2.2	5.4	1.7	12.4
8	C=CCc1ccc(O)c(-c2cc(CC=C)ccc2O)c1	-4.9	-1.0	6.8	6.6	-5.5	24.3	4.1	-8.2	-18.8	-1.2	8.9
9	O=C1NCCN1c1ccc(CN2CCN(C3CCCCC3)C(CCO)C2)cc1 (stereo not drawn)	3.4	-12.6	-5.8	2.9	16.0	-31.9	-1.7	-4.2	3.6	-3.9	4.2
10	CC1=CC(C)(C)N(C(=O)CSc2ncn[nH]2)c2ccc(C)cc21	10.3	12.7	4.5	-3.8	18.8	7.9	-1.1	2.5	2.8	-1.0	19.8
11	CC(C)CC(O)(c1ccccc1)C(CN1CCOCC1)c1ccccc1 (stereo not drawn)	-4.3	9.2	8.2	8.8	10.7	9.0	-0.3	1.7	nt	0.6	3.6
12	C=CCN([C@@H](CC(C)C)C(=O)OC)S(=O)(=O)N(CC=C)[C@@H](CC(C)C)C(=O)OC	13.7	0.9	9.2	-2.2	-3.4	7.1	-2.2	-14.8	-3.0	8.1	5.6
13	COc1ccccc1N1C(=O)CC(N(O)c2ccccc2)C1=O (stereo not drawn)	13.3	-0.2	-21.4	-22.5	-15.5	-19.0	1.3	-1.6	-5.3	-2.0	13.4
14	CSc1nc2ccccc2cc1/C=C(\C#N)c1cccc(C)c1	-16.3	-3.3	-2.0	-1.9	-41.8	-1.5	-1.2	-10.6	14.1	4.5	14.7
15	CCN1CCN(C(=O)CN(c2ccc(C)cc2)S(C)(=O)=O)CC1	12.0	0.6	-5.1	15.8	-25.1	17.8	8.0	-0.7	-1.5	0.0	18.9
16	CN(c1ccccc1)S(=O)(=O)c1ccc(NC(=S)NC(=O)c2ccccc2)cc1	0.5	9.1	26.5	-1.5	-12.8	-47.6	-12.1	-2.5	-5.3	-3.8	11.5

Three of the entries above in order of the LMP1 NFkB inh value, highest first.
#	Compound	LMP1 NFkB inh
1	CCc1cc2c(COC(=O)c3cccc(S(C)(=O)=O)c3)cc(=O)oc2cc1O	5.1
7	COc1ccc(C)cc1N(C(=O)c1ccc(C#N)cc1)C1=NC(C)(C)CS1	1.7
11	CC(C)CC(O)(c1ccccc1)C(CN1CCOCC1)c1ccccc1 (stereo not drawn)	0.6

Carrying on.
#	SMILES	SRC3 inh	COUP-TFII inh	TRAIL sens C8	NCOA1 inh	SRC2 inh	TROY signal inh	TLR9-MyD88 block	NOD2 RIPK2 PPI	Vif inh	LMP1 NFkB inh	NR5A2 inv ag
17	COc1ccc(NS(=O)(=O)c2cccc(C(=O)O)c2)cc1S(=O)(=O)N1CCCCC1	7.5	11.1	2.5	12.9	-14.4	4.6	6.0	-1.3	4.3	-2.3	12.3
18	Cc1ccc(CNC(=O)c2ccc(C#CC(C)(C)O)s2)cc1	-23.9	-6.3	-10.8	-11.1	-20.1	-9.3	-2.5	-4.4	4.6	-12.1	-8.8
19	CC1CN(C(=O)c2ccccc2Nc2ccc(SC(F)F)cc2)CC(C)O1 (stereo not drawn)	0.2	-1.6	-0.7	-7.7	-0.9	-8.3	-12.4	-15.1	-5.4	9.0	-26.6
20	CCN1CCN(S(=O)(=O)c2ccc(Cl)c(C(=O)Nc3ccccc3N3CCCC3)c2)CC1	17.1	-4.2	7.3	-0.9	-1.8	24.1	0.0	2.2	-12.2	-5.1	0.3
21	CCOC(=O)c1ccc(CNCc2ccc(Br)cc2)cc1	4.0	2.6	20.1	-5.3	-5.6	-11.2	-8.7	-2.4	-0.2	-2.4	-21.1
22	COc1ccc(NC(=O)C2CCN(S(=O)(=O)c3ccc4[nH]c(=O)oc4c3)CC2)c(OC)c1	-3.7	nt	3.3	7.7	nt	2.9	-15.4	-1.6	5.4	-3.4	7.0
23	Cc1ccc(Nc2nnc(SCC(=O)NC3CC3)s2)cc1	-7.0	-29.6	-4.3	6.8	-22.7	-22.1	1.5	-8.8	2.9	1.2	4.0
24	Cc1nc([N+](=O)[O-])c(Br)n1CC(=O)c1ccccc1	15.4	2.2	-4.1	-13.8	28.5	20.1	-4.6	2.1	nt	-2.7	8.1
25	O=C(c1ccc(F)cc1)N(Cc1cccs1)C1CCS(=O)(=O)C1 (stereo not drawn)	-13.1	-13.1	-2.4	9.4	6.4	-1.0	2.0	2.6	6.9	-1.1	-13.9
26	Cc1ccc(OCCn2cc(C#N)c3ccccc32)cc1	-2.9	6.7	3.6	-6.6	-14.2	-44.4	-1.1	-9.3	nt	-0.3	5.1
27	CC1(c2nnnn2Cc2ccccc2)CCC(=O)N1C1CC1 (stereo not drawn)	nt	-5.1	-1.4	nt	-3.7	-6.8	nt	-18.0	nt	nt	-2.2
28	CCN(c1ccccc1)S(=O)(=O)c1ccc(OC)c(NC(=O)c2cc(F)c(F)c(F)c2F)c1	5.7	-1.6	55.5*	-0.4	30.8	-7.9	2.0	-0.8	-2.4	-6.9	4.4
29	COc1ccccc1NC(=O)NNC(=O)C(C)Oc1ccc2ccccc2c1 (stereo not drawn)	16.8	5.6	-10.5	-6.2	-38.6	-4.0	7.8	9.8	10.7	2.6	-25.7
30	OC(COc1ccccc1Cl)CN1CCN(CC(O)COc2ccccc2Cl)CC1 (stereo not drawn)	10.1	16.1	2.5	8.1	8.9	12.7	-0.2	2.8	-8.0	4.8	-2.0
31	Cc1ccc(OCCNC(=O)c2cc(=O)[nH]c3ccccc23)cc1	2.1	19.0	-0.9	-3.7	9.6	-15.6	-6.1	3.0	-13.2	-2.0	-4.5
32	C=CC[C@@H](CC(=O)N[C@H](CO)Cc1ccccc1)C(=O)N[C@H](COC(=O)[C@@H](CC=C)Cc1ccc(F)cc1)Cc1ccccc1	-1.7	1.1	10.4	-6.9	5.6	-0.4	-5.7	0.0	-3.7	8.9	4.9
33	O=[N+]([O-])c1cccc(/C=N\N2CCN(c3ccc(Cl)cc3)CC2)c1	1.7	-39.8	4.6	-11.1	11.3	3.3	-14.8	-6.9	nt	10.1	-0.7
34	CC(c1ccon1)N(C)C(=O)c1ccc2nc(Cc3cccc(Cl)c3)oc2c1 (stereo not drawn)	7.0	13.4	0.7	-9.4	-15.1	1.9	5.1	-3.9	7.2	-6.3	1.4
35	COCCN1C(=O)c2oc3c(C)cc(C)cc3c(=O)c2C1c1cccc(O)c1 (stereo not drawn)	9.1	-5.2	9.9	-8.1	11.9	1.5	7.3	-4.8	-9.6	13.5	-15.7
36	COc1ccccc1CC(=O)NCCc1ccccc1	1.3	0.8	7.4	-3.2	-17.4	-18.0	0.2	-2.4	1.8	-1.4	4.8
37	C=CCNc1nc(C(=O)OCC(=O)NCc2ccccc2OC)cs1	-1.1	6.0	6.2	-8.9	-10.9	-6.6	-6.3	-9.4	-4.4	-5.6	19.3
38	COC(=O)Cc1c(C)c2ccc(OCC(=O)N3CCC(C)CC3)c(C)c2oc1=O	-14.6	7.1	5.7	-9.2	8.1	3.7	7.9	-1.0	0.7	0.8	17.2
39	CCOc1ccc(S(=O)(=O)N2CCOCC2)cc1NC(=O)CN1C(=O)NC(CC)(c2ccccc2)C1=O (stereo not drawn)	11.3	-2.5	-9.1	-23.6	3.0	13.4	-8.4	-12.6	-8.2	37.7	-5.5
40	CC1(C)Cc2nc3nc(SCC(=O)NCCc4ccccc4)n(-c4ccccc4)c(=O)c3cc2CO1	8.5	0.1	-18.5	13.8	10.3	-11.1	1.6	-10.8	-4.0	2.9	0.8
41	CC(C)N(CCCNC(=O)C1CCN(S(=O)(=O)N2CCOCC2)CC1)Cc1ccccc1	16.7	-6.6	-3.7	-2.2	2.4	-4.7	0.7	-0.8	7.0	9.4	11.0
42	Cc1nc(N2CCOCC2)c2c(C)c(C(=O)Nc3ccccc3Cl)sc2n1	8.6	15.1	-11.2	10.3	-8.1	-22.4	-5.3	0.9	-9.8	-6.4	-7.9
43	O=C(CSc1nccn1-c1ccccc1)N1CCc2ccccc21	-35.5	-31.1	-6.1	-11.1	-3.6	-41.4	3.6	-6.0	1.2	0.1	-9.6
44	COc1ccc(C(=O)Nc2nc3ccc4nc(C)sc4c3s2)cc1	12.7	-0.7	9.9	-1.1	10.2	-14.4	-6.2	-16.1	2.5	2.7	9.4
45	COc1ccc(CN2CCNC(=O)C2CC(=O)N(C)C2CCOCC2)cc1OC (stereo not drawn)	6.5	1.1	-6.9	-13.2	-30.3	-4.0	-0.9	-13.0	-7.5	7.1	-17.0
46	COC(=O)C1=C(C)N(C(C)C)C(=O)C1(NC(=O)C1CCCCC1)C(F)(F)F (stereo not drawn)	-1.2	9.9	-4.5	1.6	-16.1	-5.0	-9.0	-1.7	-5.4	-0.2	-8.7
47	CCN(CC)C(=O)COc1ccc2oc(-c3ccco3)cc(=O)c2c1	-7.6	-18.3	16.9	-24.9	-42.0	-31.6	-9.8	-9.2	nt	-4.0	-30.8
48	COc1cccc(-c2cc(C(=O)N3CCOCC3)no2)c1	-89.1	-37.3	-3.2	-130.4	-35.0	-15.9	0.7	3.5	5.6	-10.9	-145.3
49	COc1ccc(NC(=O)C2CCN(S(C)(=O)=O)CC2)cc1OC	-7.6	-8.0	-2.4	-12.3	5.4	6.3	-3.0	-4.1	-3.4	2.1	7.8
50	CC(C)c1ccc(C(=O)NNC(=O)c2ccncc2)cc1	-12.5	-7.1	5.8	2.1	-52.5	3.8	-0.2	-5.8	3.1	1.3	-8.0
51	Cn1c(=O)c2cc(NC(=O)CCc3cccc(Cl)c3)ccc2n1Cc1cccc(C(F)(F)F)c1	-25.9	11.5	-3.4	-2.4	-0.1	17.0	nt	4.6	nt	nt	-9.3
52	COc1ccc(NC(=S)N(CCCN2CCCC2)Cc2ccco2)cc1	4.8	-6.8	7.6	-9.6	-9.6	-6.9	-2.7	-10.1	0.6	-7.0	3.8
53	CC(=NCc1ccco1)C1=C(O)c2ccccc2C1=O	-36.8	-32.6	10.4	-26.1	-26.4	-30.4	-19.2	-4.3	-2.3	-9.1	-62.4

An excerpt; the hit share may differ from the screen's.
